Assay outcomes from PubChem.
PglD DTNB – inhibitors of Campylobacter jejuni PglD acetyltransferase | purified PglD enzyme, DTNB colorimetric CoA detection | inhibition, % at 12.5 µM | 0.098% of 360,000 active | AID 602405; in the data active = inhibition above about 16%, passing the limit was not always enough; also: strong numbers were not always called active
PGC1a acetyl inh – PGC1a acetylation modulation, inhibitor mode; U2OS PGC1a acetylation, AlphaScreen anti-acetyl-lysine; with virally co-expressed GCN5 acetyltransferase; inhibition, % at 15.6 µM; 0.17% of 350,000 active; AID 651687;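 active = every replicate shows inhibition of at least 40%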;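 also: 0% = neutral control wells and 100% = positive control wells; some results beyond the cut were filed as inactive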
An asterisk follows results filed as active.

SMILES | PglD DTNB | PGC1a acetyl inh
COc1ccccc1C(CC(=O)Nc1nccs1)c1ccco1 (configuration not stated) | 5 | -8
COc1ccc(/C=N\NS(=O)(=O)c2ccc(Cl)cc2)cc1COc1ccccc1[N+](=O)[O-] | 2 | -15
O=C(CCCOc1ccccc1)Nc1cccc(C(=O)O)c1 | -5 | -2
O=C(CN(Cc1ccco1)C(=O)CNS(=O)(=O)c1ccccc1)NCc1ccc(F)cc1 | 7 | 7
O=C(COc1ccc2ccccc2c1)NCCNC(=O)COc1ccc2ccccc2c1 | -3 | -1
CCCCOc1ccc(C(=O)NCC(=O)NCC(=O)OCC)cc1 | 3 | -4
O=C(CN1C(=O)c2ccccc2C1=O)Nc1sc2c(c1C(=O)NCC1CCCO1)CCC2 (configuration not stated) | -2 | -3
O=C(NN1C(=O)c2ccccc2NC1c1ccccc1OCc1ccccc1)c1ccncc1 (configuration not stated) | 8 | 0
CC(C)n1nc(C(=O)Nc2nnc(SCc3c(Cl)cccc3Cl)s2)c2ccccc2c1=O | 2 | 4
COc1ccc(-c2nnn(CC(=O)Nc3ccc4c(c3)OCCO4)n2)cc1OC | 1 | -1
Cc1onc(C(=O)/C=C/N(C)C)c1C(=O)Nc1nccs1 | -4 | -1
COc1ccccc1C1C(C(=O)c2cc3ccccc3o2)=C(O)C(=O)N1CCN(C)C (configuration not stated) | -4 | 3
CSC1=N/C(=C\C=C\c2cccs2)C(=O)S1 | -9 | 14
CCOc1ccccc1C1CC(=O)NC(SCC(=O)Nc2nccs2)=C1C#N (configuration not stated) | 2 | 5
O=C(CN1C(=O)CCS(=O)(=O)c2ccccc21)NCc1ccc(F)cc1 | 2 | 9
CCn1nc(C)c(CN2CCCCC2C(=O)Nc2ccc(Oc3cccnc3)cc2)c1C (configuration not stated) | -1 | 4
Cc1ccc(-c2nn(-c3ccccc3)cc2CO)o1 | -7 | -12
Cc1ccc(Nc2nc3c([nH]2)c(=O)n(C)c(=O)n3C)cc1 | -1 | -4
Cc1ccc(C(=O)Nc2c(C#N)c(C)c(C)n2Cc2ccccc2)cc1 | -2 | 0
COc1nnc(-c2ccc(N3CCOCC3)c(NC(=O)c3ccco3)c2)c2ccccc12 | 3 | -4
Clc1ccc(OCc2nn3c(-c4ccco4)nnc3s2)cc1 | -5 | 5
O=C(COC(=O)COc1ccccc1)Nc1ccccc1OC(F)F | -5 | -10
O=C(OCc1ccccn1)c1ccc(COc2ccccc2Cl)o1 | 13 | -2
C=CCn1c(SCC(=O)NC2CCS(=O)(=O)C2)nc2sc(CC)cc2c1=O (configuration not stated) | 11 | 6
CCN(Cc1ccccc1)C(c1ccccn1)c1nnnn1C1CCCCC1 (configuration not stated) | 3 | -4
Cc1nc2c(=O)oc3ccccc3c2n1-c1ccccc1 | 6 | 29
COc1ccc(CCNC(=O)C(=O)NCC2CCCO2)cc1 (configuration not stated) | -2 | 4
CC1CCCCC1NC(=O)C1CCN(S(=O)(=O)N2CCC3(CC2)OCCO3)CC1 (configuration not stated) | 1 | 10
C=CCn1c2ccccc2c2nnc(SCCCn3c(=O)[nH]c4ccccc43)nc21 | -5 | 0
Cc1c(NC(=O)COC(=O)C2CC3C=CC2C3)c(=O)n(-c2ccccc2)n1C (configuration not stated) | -3 | -5
COc1ccc(Cn2c(=O)n(Cc3ccco3)c(=N)c3c4c(sc32)COC(C)(C)C4)cc1 | 2 | -10
CNC(=S)N/N=C/c1ccc(C(C)C)cc1 | 4 | 3
Cc1[nH]c2ccc(-c3nnc(SCC(=O)NCc4ccco4)n3Cc3ccccc3)cc2c1C | 2 | -19
Cc1cccc(C)c1OCC(=O)NCc1nnc(SCC(=O)NC2CCCCC2)n1C | 0 | 13
COc1cc(CC(=O)OCC(=O)Nc2ncc(Cl)cc2Cl)cc(OC)c1OC | -1 | 12
CCNc1nc(NCC)nc(SCCOC(=O)Nc2ccccc2)n1 | -3 | -7
COc1ccc(/C=C\C(=O)O[C@@H]2C(O)C(O[C@@H]3OC(C)[C@H](O[C@@H]4OCC(O[C@H]5O[C@H](CO)[C@@H](O)C(O)C5O)C(O)C4O)C(O)C3O)[C@H](OC(=O)[C@]34CCC(C)(C)C[C@@H]3C3=CCC5[C@@]6(C)CC(O)C(O[C@@H]7OC(CO)C(O)[C@H](O)[C@H]7O)[C@@](C)(C(=O)O)C6CC[C@@]5(C)[C@]3(CO)CC4)O[C@H]2C)cc1 (some centres not stated) | -1 | -10
CCCNc1ncccc1C(N)=O | 0 | 5
Cc1ccc2cc(CN(C(=O)C3CCCO3)C3CCCCC3)c(=O)[nH]c2c1 (configuration not stated) | 0 | 5
C[C@@H](C(=O)NCc1ccccc1)N1C(=O)C2CC=CCC2C1=O (some centres not stated) | -6 | 6
FC(F)(F)c1cc(-c2ccco2)nc(N2CCOCC2)n1 | -3 | 4
COc1cccc(C(=O)NC2CCN(CC(=O)Nc3nccs3)CC2)c1 | -1 | -8
CC1CCN(C(=S)c2ccc3c(c2)OCO3)CC1 | 0 | -14
Cc1ccc(NC(=O)CSCC(=O)Nc2ccc(N3CCOCC3)c(Cl)c2)cc1 | -2 | -10
CCC(=O)N1CCNC(=O)C1CC(=O)Nc1ccc(C)c(Cl)c1 (configuration not stated) | 1 | 13
CC1CN(S(=O)(=O)c2cccc(-c3csc(-c4ccccc4)n3)c2)CC(C)O1 (configuration not stated) | -6 | 1
O=C(Cc1cccs1)NNC(=S)NCc1ccc(Cl)cc1 | -3 | -25
CCC(C)Sc1nc2c(c(=O)[nH]c(=O)n2C)n1CCc1ccccc1 (configuration not stated) | -2 | 15
Cc1ccc(-n2ncc3c(NCc4ccccc4)ncnc32)cc1 | 6 | 1
CCOc1cc(C2C3=C(CCCC3=O)N(C)C3=C2C(=O)CCC3)cc(Cl)c1O | 1 | 1
CC1Cc2ccccc2N1C(=O)CN1C(=O)CN(C)C(=O)c2ccccc21 (configuration not stated) | 0 | 11
CCS(=O)(=O)N1CCCC(C(=O)NCc2ccccc2Cl)C1 (configuration not stated) | 2 | 3
CCCC(c1nnnn1Cc1ccco1)N1CCC(C(N)=O)CC1 (configuration not stated) | 2 | 1
CCN1CC2=C(OC(N)=C(C#N)C2c2ccccc2)/C(=C\c2ccccc2)C1 (configuration not stated) | 3 | 1
N#Cc1ccccc1NC(=O)Nc1ccc(Cl)cc1 | 6 | -1
CCOC(=O)c1[nH]c(C)c(C(=O)OCCN2C(=O)c3ccccc3C2=O)c1C | 1 | 20
O=C(Nc1ccccc1Cl)O/N=C(/c1ccccc1)c1ccccn1 | 0 | 13
COc1ccc(-c2nnc(SCC(=O)NCCc3ccccc3)o2)cc1 | 1 | -3
CCn1c(=O)c(C(=O)Nn2c(C)nc3ccccc3c2=O)c(O)c2ccccc21 | -1 | -1
CCCCOC(=O)c1ccc(NC(=O)C(CCS(C)(=O)=O)NC(C)=O)cc1 (configuration not stated) | 2 | -3
Remaining list, next part
SMILES | PglD DTNB | PGC1a acetyl inh
Cc1ccc2oc3c(c(=O)c2c1)C(c1cccs1)N(CCCN(C)C)C3=O (configuration not stated) | 1 | 2
Cn1cc(Cl)c(C(=O)OCC(=O)Nc2ccccc2)n1 | 1 | 14
CCCC(=O)N(CCN1CCOCC1)c1nc2c(OCC)cccc2s1 | -2 | 6
CCOC(=O)c1cnn(-c2nc3c(C)cccc3s2)c1C | 2 | -4
CC/C(=N\NC(=O)CSCc1ccc(Cl)cc1)c1ccc2c(c1)OCCO2 | -5 | -10
Cc1cc(=O)oc2cc(OCC(=O)N3CCOCC3)ccc12 | 2 | -5
Cc1ccc(-c2nc3ccccc3[nH]2)cc1NC(=O)/C=C/c1ccco1 | 0 | -7
CCOC(=O)Cc1c(C)nc2cc(C)nn2c1C | 7 | -1
CCCc1nc(SCC(=O)N2CCCc3ccccc32)c2c(=O)n(C)c(=O)n(C)c2n1 | -6 | -9
CCN(CC)c1ccc(NC(=O)Nc2ccc(C(C)=O)cc2)cc1 | -9 | -5
c1ccc(-c2c3ccccc3nc3[nH]c4ccccc4c23)cc1 | -1 | -12
COC(=O)c1c(C(=O)OC)c2cc(C(=O)c3ccccc3)ccn2c1Cl | -4 | 1
Cc1ccc(C(=O)Cn2c(C(=O)/C=C/c3ccccc3)nc3ccccc32)cc1 | -3 | 13
COc1cc(C)c(C)cc1S(=O)(=O)N1CCN(Cc2ccc3c(c2)OCO3)CC1 | 1 | 2
Cc1ccccc1Nc1cc(=O)oc2ccccc12 | 4 | -7
CCOc1ccc(C2NC(=O)NC(C)=C2C(=O)OC)cc1C (configuration not stated) | 2 | 8
C=CC1CN(C(=O)OCC(Cl)(Cl)Cl)C2CC3c4ccc(OC)cc4NC3C3CC1C2CO3 (configuration not stated) | -5 | -24
CCOC(=O)C1Cn2c(nc3c(c2=O)C(C)(C)Cc2ccccc2-3)S1 (configuration not stated) | 2 | -5
O=C(O)c1[nH]nc2c1COc1ccccc1-2 | 7 | 11
O=C(CNS(=O)(=O)c1ccccc1)Nc1ccc(C(F)(F)F)cc1 | -4 | -8
O=S(=O)(N/N=C1\CC(c2ccccc2)Oc2ccccc21)c1ccccc1 (configuration not stated) | -4 | 13
CCOc1ccc(C(=O)CN2CCN(S(=O)(=O)c3ccc(F)cc3)CC2)cc1 | -4 | -2
COc1ccc(N2CSC3=C(C#N)C(c4cc(OC)ccc4OC)CC(=O)N3C2)c(OC)c1 (configuration not stated) | 7 | -6
COc1ccc(C(C#N)(CCC#N)CCC#N)cc1OC | 4 | 0
Cc1noc(COc2ccccc2OCC(N)=O)c1Cl | 1 | 5
CC(/C=C/c1ccc(O)cc1)=N/O | 1 | 5
O=C(NCc1cccs1)C1CCN(S(=O)(=O)c2cccs2)CC1 | 1 | 13
CCCn1c(SCCc2ccccc2)nc2c1c(=O)[nH]c(=O)n2C | -1 | 0
Cc1cc(=O)[nH]c(SCC(=O)N2c3ccccc3CC2C)n1 (configuration not stated) | -12 | -4
CC(C)(C)NC(=O)CSc1nncn1NCc1c(Cl)cccc1Cl | -3 | 15

Arranged by SMILES length (ascending): 17 of the compounds above.
SMILES | PglD DTNB | PGC1a acetyl inh
CC(/C=C/c1ccc(O)cc1)=N/O | 1 | 5
Cc1ccccc1Nc1cc(=O)oc2ccccc12 | 4 | -7
O=C(O)c1[nH]nc2c1COc1ccccc1-2 | 7 | 11
Cc1noc(COc2ccccc2OCC(N)=O)c1Cl | 1 | 5
COc1ccc(C(C#N)(CCC#N)CCC#N)cc1OC | 4 | 0
CCOc1ccc(C2NC(=O)NC(C)=C2C(=O)OC)cc1C (configuration not stated) | 2 | 8
c1ccc(-c2c3ccccc3nc3[nH]c4ccccc4c23)cc1 | -1 | -12
O=C(NCc1cccs1)C1CCN(S(=O)(=O)c2cccs2)CC1 | 1 | 13
CCCn1c(SCCc2ccccc2)nc2c1c(=O)[nH]c(=O)n2C | -1 | 0
O=C(CNS(=O)(=O)c1ccccc1)Nc1ccc(C(F)(F)F)cc1 | -4 | -8
CCOC(=O)C1Cn2c(nc3c(c2=O)C(C)(C)Cc2ccccc2-3)S1 (configuration not stated) | 2 | -5
CCOc1ccc(C(=O)CN2CCN(S(=O)(=O)c3ccc(F)cc3)CC2)cc1 | -4 | -2
Cc1ccc(C(=O)Cn2c(C(=O)/C=C/c3ccccc3)nc3ccccc32)cc1 | -3 | 13
COc1cc(C)c(C)cc1S(=O)(=O)N1CCN(Cc2ccc3c(c2)OCO3)CC1 | 1 | 2
CCCc1nc(SCC(=O)N2CCCc3ccccc32)c2c(=O)n(C)c(=O)n(C)c2n1 | -6 | -9
COc1ccc(N2CSC3=C(C#N)C(c4cc(OC)ccc4OC)CC(=O)N3C2)c(OC)c1 (configuration not stated) | 7 | -6
C=CC1CN(C(=O)OCC(Cl)(Cl)Cl)C2CC3c4ccc(OC)cc4NC3C3CC1C2CO3 (configuration not stated) | -5 | -24

Next section
SMILES | PglD DTNB | PGC1a acetyl inh
Cc1nc2ccccc2cc1C(=O)NCc1ccco1 | 5 | 2
O=C(Nc1ccc(N2CCOCC2)c(Cl)c1)c1ncn[nH]1 | -6 | 8
O=P(O)(O)C(O)C(F)(F)C(F)(F)C(F)(F)C(F)F (configuration not stated) | -1 | -2
COc1cc(C(=O)O/N=C2/C=CC(=O)C(C)=C2C)cc(OC)c1OC | -2 | 8
CCOc1ccc(/C=C/C(=O)OCC(=O)c2ccccc2OC)cc1OC | 7 | -4
COCCNC(=O)C(c1ccc(Cl)cc1)N(C(=O)Cn1nnc2ccccc21)c1cccnc1 (configuration not stated) | 11 | 5
CC1(C)CC(=O)C(C#N)=C(NCCCO)C1 | 3 | 11
COc1cc(OC)cc(-c2sc3ccc(OC)cc3c2-c2ccc(OCCN3CCOCC3)cc2)c1 | -2 | 0
COC(=O)CSc1nc(C)cc(C(F)(F)F)c1C#N | 5 | 12
CCN(CC)S(=O)(=O)c1cc(-c2nn(C)c(=O)c3ccccc23)ccc1C | 2 | 2
CCn1ncc(/C=N/O)c1C | -12 | 8
Cc1ccc(S(=O)(=O)N2CCCN(S(=O)(=O)C3CCS(=O)(=O)C3)CC2)cc1 (configuration not stated) | -2 | 10
CCOC(=O)C1=C(CSc2nc(CC)c(C)cc2C#N)OC(N)=C(C#N)C1c1ccccc1 (configuration not stated) | -2 | -7
Cc1cc(C)c2c(c1)/C(=N/NS(=O)(=O)c1ccc(Br)cc1)CCC2 | -5 | -5
O=C(CCCCCN1C(=O)CCC1=O)Nc1ccc2c(c1)OCCO2 | -2 | -8
Cc1cc(C)n(-c2ccc(C(=O)OCC(=O)NCc3ccco3)cc2)n1 | -1 | 7

One compound at a time, as listed above. Values in the order: PglD DTNB	PGC1a acetyl inh
Profile of `O=C(CCCCCN1C(=O)CCC1=O)Nc1ccc2c(c1)OCCO2` : -2	-8
Profile of `CCOC(=O)C1Cn2c(nc3c(c2=O)C(C)(C)Cc2ccccc2-3)S1` (configuration not stated) : 2	-5
Profile of `CCOC(=O)Cc1c(C)nc2cc(C)nn2c1C` : 7	-1

This is a subset; the hit share may differ from the screen's.
